Jurkat NFkB inh: inhibitors of the PMA/ionomycin-induced NF-kB reporter in Jurkat cells; inhibition, % at 4 µM; PMA/ionomycin-induced NF-kB luciferase reporter, luminescence; 0.53% of 330,000 active
697 NFkB inh: inhibitors of the PMA/ionomycin-induced NF-kB reporter in 697 B cells; 0.33% of 330,000 active; 697 B-cell NF-kB luciferase reporter, 16 h; AID 435022; inhibition, % at 4 µM; in the data active = inhibition above about 35%
SENP8 block: SENP8 protease inhibition. inhibition, % at 10 µM. purified SENP8, Z-RLRGG-aminoluciferin cleavage, luminescence. Q96LD8. 1.2% of 330,000 active. AID 2540
Target sequence (Q96LD8 whole entry, looked up): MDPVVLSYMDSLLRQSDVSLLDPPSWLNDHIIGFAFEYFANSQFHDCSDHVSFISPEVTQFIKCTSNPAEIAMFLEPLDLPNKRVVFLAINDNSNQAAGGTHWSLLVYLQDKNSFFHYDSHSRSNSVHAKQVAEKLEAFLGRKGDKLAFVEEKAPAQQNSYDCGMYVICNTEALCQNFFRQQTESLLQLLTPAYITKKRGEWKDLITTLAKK
Gli-Sufu block: blocks Gli-Sufu signaling in a luciferase reporter; 0.74% of 340,000 active; inhibition, % at 5 µM; Sufu-KO-LIGHT fibroblasts, Gli luciferase reporter luminescence; AID 588413;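 active = inhibition above about 55%, limit read from the data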;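 also: 0% = DMSO-treated cells and 100% = wells with medium but no cells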
CCR6 antag: antagonists of human CCR6 receptor; CHO-K1 CCR6 PathHunter beta-arrestin, luminescence, CCL20-stimulated; P51684; 0.49% of 340,000 active; inhibition, % at 20 µM;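 active = compounds whose inhibition of the agonist-driven luminescence signal at 20 µM reaches about 50%, limit read from the data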;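 also: cells stimulated with CCL20 at 14 nM final; plate controls were DMSO with CCL20 for no effect and DMSO without agonist for full effect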
Apaf-1 inh: human Apaf-1 inhibition | O14727 | reconstituted apoptosome caspase-3 activity, DEVD-Rh110 fluorescence | inhibition, % at 20 µM | 0.71% of 330,000 active | AID 489030; active = inhibition of at least 40% at 20 µM;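 also: plate controls were DMSO wells for no effect and DEVD-CHO caspase inhibitor wells for full effect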
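Material: cell-free apoptosome with Apaf-1, procaspase-3 and caspase-9; Buffer or medium: Hepes pH 7.5 with detergent and BSA; Reagent: cytochrome c trigger plus (Z-DEVD)2-Rh110 caspase-3 substrate; Times: compound with Apaf-1, dATP, procaspase-3 30 min, then 50 min reaction, room temperature; Technique: Rh110 fluorescence intensity.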
EBI2 block: antagonists of human EBI2 receptor | P32249 | EBI2 beta-arrestin recruitment, luminescence, 7a,25-OHC stimulated | inhibition, % at 5 µM | 0.81% of 360,000 active; in the data active = inhibition above about 38%;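 also: enzyme fragment complementation signal reports receptor beta-arrestin coupling in cells; 0% = agonist plus DMSO wells and 100% = wells without agonist; some results beyond the cut were filed as inactive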
Target sequence (P32249 whole entry, looked up, the tested form may be a part): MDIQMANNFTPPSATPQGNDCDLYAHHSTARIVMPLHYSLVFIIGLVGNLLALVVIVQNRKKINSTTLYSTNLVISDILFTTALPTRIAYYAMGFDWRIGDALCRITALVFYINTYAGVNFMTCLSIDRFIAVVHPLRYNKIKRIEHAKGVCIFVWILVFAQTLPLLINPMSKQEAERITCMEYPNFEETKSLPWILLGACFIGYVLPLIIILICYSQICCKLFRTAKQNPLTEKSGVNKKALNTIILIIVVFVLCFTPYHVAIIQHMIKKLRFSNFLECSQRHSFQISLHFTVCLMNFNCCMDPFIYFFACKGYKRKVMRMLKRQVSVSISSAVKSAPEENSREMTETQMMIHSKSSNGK
UBC13 inh: human UBC13 polyubiquitination inhibition | 0.47% of 330,000 active | P61088 | inhibition, % at 20 µM | AID 485273 | UBC13 polyubiquitin chain formation, TR-FRET; in the data active = inhibition above about 45%, passing the limit was not always enough
Target sequence (P61088 whole entry, looked up): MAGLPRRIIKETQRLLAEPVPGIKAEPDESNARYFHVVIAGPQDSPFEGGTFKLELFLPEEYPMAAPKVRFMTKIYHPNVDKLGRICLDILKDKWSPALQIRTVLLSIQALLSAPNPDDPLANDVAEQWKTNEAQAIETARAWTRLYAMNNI
Starred values were filed as active, the others as inactive; nt = no result given. Rule as the data show it, unless noted: active = inhibition above about 50%; inactive = the rest.

SMILES	Jurkat NFkB inh	697 NFkB inh	SENP8 block	Gli-Sufu block	CCR6 antag	Apaf-1 inh	EBI2 block	UBC13 inh
O=C(CSc1nnc(-c2ccncc2)n1C1CCCCC1)Nc1cccc(O)c1	7	-9	-5	8	-9	-5	-4	-7
O=C(N/N=C/C(Cl)=C/c1ccccc1)c1ccccn1	-102	-162	-12	-86	17	24	-10	-40
CCOC(=O)C1(CC2CC2)CCN(C(=O)c2cc(C3CC3)nc3ccccc23)CC1	-6	7	-3	-1	22	13	-2	3
O=C(CCCc1ccccc1)NCc1ccccn1	12	-4	3	3	22	-9	-1	1
O=C(CSc1cn[nH]n1)Nc1nc2ccccc2s1	-10	-42	-2	-33	9	-285	2	10
CC(NC(=O)COC(=O)CCc1ccccc1)c1ccccc1 (stereo not drawn)	27	-89	-5	4	-10	4	6	-16
CN1C(=O)[C@H]2[C@@H](c3ccc(F)cc3)N3C(=O)c4ccccc4NC(=O)[C@@]3(C)[C@H]2C1=O	-2	17	2	8	1	-3	-16	-8
CCc1cc(=O)oc2cc(OCC(=O)NCCCN3CCCC3=O)ccc12	8	-11	0	-32	-8	7	-10	-13
CCCC/C=C/C(NC(=O)c1ccc(C(=O)OC)cc1)c1ccccc1 (stereo not drawn)	-36	-53	3	4	6	4	-1	9
Cc1ccc(S(=O)(=O)N(CC(O)CN(C)C)c2ccccc2)cc1 (stereo not drawn)	-28	-14	-5	2	-3	11	-6	-9

In another format: entries from further up
| molecule | Jurkat NFkB inh | 697 NFkB inh | SENP8 block | Gli-Sufu block | CCR6 antag | Apaf-1 inh | EBI2 block | UBC13 inh |
| --- | --- | --- | --- | --- | --- | --- | --- | --- |
| O=C(CCCc1ccccc1)NCc1ccccn1 | 12 | -4 | 3 | 3 | 22 | -9 | -1 | 1 |
| O=C(CSc1cn[nH]n1)Nc1nc2ccccc2s1 | -10 | -42 | -2 | -33 | 9 | -285 | 2 | 10 |
| CC(NC(=O)COC(=O)CCc1ccccc1)c1ccccc1 (stereo not drawn) | 27 | -89 | -5 | 4 | -10 | 4 | 6 | -16 |
| CN1C(=O)[C@H]2[C@@H](c3ccc(F)cc3)N3C(=O)c4ccccc4NC(=O)[C@@]3(C)[C@H]2C1=O | -2 | 17 | 2 | 8 | 1 | -3 | -16 | -8 |
| CCc1cc(=O)oc2cc(OCC(=O)NCCCN3CCCC3=O)ccc12 | 8 | -11 | 0 | -32 | -8 | 7 | -10 | -13 |
| CCCC/C=C/C(NC(=O)c1ccc(C(=O)OC)cc1)c1ccccc1 (stereo not drawn) | -36 | -53 | 3 | 4 | 6 | 4 | -1 | 9 |

Further records.
SMILES	Jurkat NFkB inh	697 NFkB inh	SENP8 block	Gli-Sufu block	CCR6 antag	Apaf-1 inh	EBI2 block	UBC13 inh
COc1ccccc1N(Cc1cc(=O)[nH]c2ccccc12)C(=O)c1ccc([N+](=O)[O-])cc1	-12	2	-10	3	15	5	7	-12
CC(NC(=O)CCc1nc2cc(S(=O)(=O)N3CCOCC3)ccc2n1C)c1ccc(S(N)(=O)=O)cc1 (stereo not drawn)	23	-9	-5	6	2	3	-3	-6
Cc1ccc(NC(=O)CN2CCC3(O)CCCCC3C2c2ccc3c(c2)OCO3)c(C)c1 (stereo not drawn)	0	19	-3	-1	10	-7	-5	5
CCCn1cc(SCC(N)=O)c2ccccc21	-13	-1	7	-2	1	-1	-6	2
CC(=O)Nc1nc2ccccc2n1Cc1ccccc1	0	-7	-4	2	9	-20	-5	0
O=C(CN1CCN(Cc2ccccc2Cl)C1=O)NCc1ccco1	2	8	4	8	11	2	-5	1
COc1ccc(CN2CCN(C(=O)c3cc(C4CC4)nn3-c3ccccc3)CC2)cc1F	-4	17	-8	-24	9	12	-6	13
Cc1cc(Nc2ccccc2C(=O)O)n(-c2cccc(Cl)c2)n1	10	8	12	4	4	10	0	-3
CC1Cc2cc(/C(O)=C3/C(=O)C(=O)N(CCN4CCOCC4)C3c3ccc(C(C)C)cc3)ccc2O1 (stereo not drawn)	-8	-2	-4	-2	15	11	4	-10
Cc1cccc(C(c2c(C)nn(-c3ccccc3)c2N)c2c(C)nn(-c3ccccc3)c2N)c1	13	-16	-10	9	31	13	-3	5
O=C1c2ccccc2NC(c2ccc(-c3ccc(Br)cc3)o2)N1O (stereo not drawn)	-1	-12	-19	-2	-9	20	6	-7
O=C(NCCSc1c[nH]c2ccccc12)c1ccc(Br)o1	9	-3	8	-1	12	-2	2	9
Cc1n[nH]c(=O)c2c1nnn2Cc1ccccc1Cl	6	13	-1	5	6	0	-14	2
CCN(CC(=O)Nc1ccc(N2CCOCC2)cc1)Cc1nc2ccccc2c(=O)[nH]1	-11	5	0	3	3	-1	4	16
O=C1CCC/C(=N/NC(=O)C2CCN(S(=O)(=O)c3cccs3)CC2)C1	13	13	1	-6	14	-5	-3	6
Cc1ccc(OCCn2cnc(Cl)c2Cl)cc1	7	-11	-4	-1	-2	0	-1	-9
FC(F)(F)c1cnc(-c2cnc3c(-c4ccc(Cl)cc4)cnn3c2)c(Cl)c1	-16	0	8	-3	-7	-9	-7	-3
Cc1ccc(OCC(=O)NCCNC(=O)c2ccccn2)cc1	2	10	4	7	-1	0	-10	10
c1ccc2cc(Sc3ncnc4c3oc3ccccc34)ccc2c1	-21	-59	-7	-28	14	12	15	6
O=C(O)c1ccccc1NCc1cccs1	16	-7	4	2	10	0	-9	11
COc1cc(CC(=O)O)ccc1O	3	18	2	39	0	-9	-5	5
Nc1nc2ccccc2n1/N=C/c1ccc(Br)cc1	-55	-83	67*	-24	0	15	-7	14
CC(O)c1nc2ccccc2n1Cc1ccccc1 (stereo not drawn)	5	2	-1	5	6	-2	1	1
COc1ccccc1C(=O)NC(=S)Nc1cccc2cc(O)ccc12	-5	8	6	-27	17	15	24	2
CC(=O)Nc1ccc(Oc2cnccn2)cc1	6	-20	-3	-10	-3	8	-9	-7
O=c1nc(SCc2ccccc2Cl)nc(-c2ccc(Cl)cc2)[nH]1	8	6	13	24	-2	-6	-11	-5
CC(C)C[C@H](NC(=O)c1nc[nH]c1C(=O)N[C@@H](CC(C)C)C(=O)OC(C)(C)C)C(=O)OCc1ccccc1	14	15	6	15	10	27	nt	-28
C/C(N)=C(/C#N)C(=O)COC(=O)c1ccc(C#N)cc1	-5	25	3	11	7	1	-1	0
CCOc1cccc2cc(C(N)=O)c(=NCc3ccccc3)oc12	-2	4	4	7	11	5	12	-2
O=c1c([N+](=O)[O-])cc(C(F)(F)F)cn1Cc1c(Cl)cccc1Cl	12	2	-3	-20	2	-2	-7	-7
CCCn1c2ccccc2c2cnn(CC(=O)NC(C)CC)c(=O)c21 (stereo not drawn)	-8	0	3	-6	-3	6	-4	10
Cc1scc(C(=O)NCc2ccco2)c1-c1ccccc1	0	16	2	-1	17	-5	3	-1
Cn1c(=O)n(C)c2cc(NC(=O)c3ccc(F)cc3)c(Br)cc21	-10	5	-12	21	1	7	-9	-10
CC(OC(=O)C1CCCCC1)C(=O)Nc1cccc([N+](=O)[O-])c1 (stereo not drawn)	4	8	-2	-6	14	0	-10	4
CCCCn1cc(S(=O)(=O)c2ccccc2)c(=O)c2cc(C)ccc21	-1	4	-7	-7	9	-2	-8	-4
C[C@H]1CN=C(N(C)C)N1CCc1ccc(F)cc1	5	12	-2	6	5	-14	4	-2
O=C(NCCCc1ccccc1)Nc1cccc(Cl)c1	-8	1	-1	-2	12	2	18	16
Cc1ccc(C)c(NC(=O)CN(C)S(=O)(=O)c2cccc3cccnc23)c1	0	8	3	10	17	-19	4	4
N#C/C(=C\c1ccc(O)c(O)c1)C(=O)NCCCc1ccccc1	6	-46	6	13	36	-4	15	-15
N#Cc1cccc(S(=O)(=O)NCC(=O)OCC(=O)NCc2ccccc2)c1	1	11	1	2	2	-5	-9	1
Cc1ccccc1NC(=O)CSc1nc2ccccc2c(=O)n1C	14	-31	2	35	9	-3	-3	0
CC(O)CNc1cnccn1 (stereo not drawn)	5	20	-12	-2	6	0	5	4
CN1C(=O)c2ccc(C(=O)Nc3ccccc3O)cc2C1=O	-4	-24	-9	2	-11	-6	7	-10
CCc1ccccc1-n1ncc(C(=O)Nc2ccccc2OC)c1C	4	10	1	33	14	10	-5	-1
CC(=O)Sc1nc(-c2ccccc2)[nH]c1S(=O)(=O)c1ccc(C)cc1	2	-1	4	-1	-6	-8	nt	-10
O=C(c1ccc(NS(=O)(=O)c2ccc3[nH]c(=O)[nH]c3c2)cc1)N1CCN(c2ccccc2O)CC1	14	12	1	7	6	7	-9	-4
CC1CCc2sc(C(=O)Nc3ccc(C(N)=O)cc3)cc2C1 (stereo not drawn)	-57	-10	-14	-10	8	9	1	5
c1ccc(CCNc2nc(-c3cccnc3)cs2)cc1	-15	-12	-4	-5	11	0	2	2
O=C(O)CC1=C(O)C(=O)N(c2ccccc2)C1c1ccccc1 (stereo not drawn)	-9	-61	-1	4	0	9	-2	-12
COc1ccc(N=CC=C2OC(C)(C)C(C)(C)O2)cc1OC	-13	25	-6	1	-4	3	-5	0

Going on with the list.
SMILES	Jurkat NFkB inh	697 NFkB inh	SENP8 block	Gli-Sufu block	CCR6 antag	Apaf-1 inh	EBI2 block	UBC13 inh
CCOC(=O)c1cc(-c2ccccc2C)n(Cc2cc(C)no2)n1	6	27	0	24	-18	9	-18	1
Cc1csc(NC(=O)c2cccnc2)n1	-12	-1	-12	2	1	-6	-9	1
O=C(C1=C[C@H](c2csc3ccccc23)C[C@H](OCc2ccc(CO)cc2)O1)N1CCCCCCC1	-12	0	-11	7	18	25	nt	-5
CC1Cc2cc(/C(O)=C3/C(=O)C(=O)N(CC4CCCO4)C3c3ccco3)ccc2O1 (stereo not drawn)	-28	6	-7	0	-6	6	-11	-12
O=C(CSc1nncn1-c1cccnc1)Nc1ccccc1[N+](=O)[O-]	-12	21	7	1	-5	2	-21	2
Cn1c(=O)c2c(nc(CN3CCN(Cc4ccccc4)CC3)n2CCN2CCOCC2)n(C)c1=O	0	8	-2	5	1	5	-2	-3
Cc1ccc(OC(=O)C2CSC3(C)CCC(=O)N23)c(Br)c1 (stereo not drawn)	-1	-21	-10	-2	3	20	2	-5
COc1ccc(Oc2nc3c(c(=O)n(C)c(=O)n3C)n2Cc2ccccc2)cc1	11	-26	-3	-4	3	7	-2	1
CCCCCOC(=O)C1[C@H]2C(=O)N(CCCOC)C[C@]23C=C[C@H]1O3 (stereo partly drawn)	0	9	1	-31	-20	5	nt	9
CC(C)n1nccc1N(Cc1ccc(Br)cc1)S(=O)(=O)c1ccccc1	12	-19	6	34	11	12	27	0
O=C(Nc1ccc2c(c1)CCC2)Nc1ccc(F)cc1F	-178	-160	-19	-81	4	7	-1	-5
O=C(N/N=C/c1c[nH]c2ccccc12)c1cccc([N+](=O)[O-])c1	-19	8	-12	-8	13	-6	2	1
CCN(Cc1ccccc1)C(=O)c1ccccc1C	-13	0	-9	-2	8	-2	5	10
Cn1c(=O)c2c(nc(NCCc3ccccc3)n2CC(=O)NCCc2ccccc2)n(C)c1=O	-5	-11	-1	14	2	-2	4	11
O=c1c2cc(Cl)ccc2oc2nc3n(c(=O)c12)CCCS3	11	-6	-5	-11	-4	2	8	-9
CN(Cc1ccccc1)S(=O)(=O)c1ccc2[nH]c(=O)oc2c1	-9	5	-13	6	12	7	-4	-6
Cc1cc(C)c(C(=O)NCC2CCCO2)c(C)c1C(=O)NCC1CCCO1 (stereo not drawn)	-7	11	10	-27	3	-6	-2	9
COc1ccc(/C=C/c2ccc3cccc(O)c3n2)c(OC)c1OC	8	-207	-10	-7	61*	19	15	-27
CCCCOC(=O)c1cc(=O)[nH]c2ccccc12	2	-5	0	-4	3	-12	-14	17
O=C(NCCCN1CCOCC1)C1CC(=O)N(c2ccccc2)C1 (stereo not drawn)	-9	-2	-4	18	14	3	-5	-7
CC(C)(C)c1ccc(C(=O)N2CCC(C(=O)NCc3ccncc3)CC2)cc1	-6	-178	-1	-6	-7	10	-18	-11
CC1=CC(=O)C2=C(C)CC[C@@H]3[C@H](OC(=O)[C@H]3C)[C@@H]12	12	6	2	3	1	-9	-15	8

Compound activity from PubChem BioAssay.

The list is partial (hit frequency here may not be typical).
